Compound activity (PubChem BioAssay)
GLD-1 TGE inh = GLD-1-TGE RNA interaction inhibition (C. elegans); Q17339; purified GLD-1 + fluorescein TGE RNA, fluorescence polarization; inhibition, % at 5.96 µM; 0.44% of 320,000 active; AID 2280;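 active = percent inhibition above a per-plate cutoff, the plate mean of test compounds plus 3 SD, cut at about 30% in these data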;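 note: 0% = DMSO wells with GLD-1 and probe and 100% = wells lacking GLD-1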
Fam108B counter = Fam108B inhibition, counter-screen for RBBP9 inhibitors; 0.33% of 300,000 active; recombinant Fam108B, FP-Rh probe fluorescence polarization; inhibition, % at 9.51 µM;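 active = inhibition above the screen mean inhibition plus 3 SD, computed separately per campaign, cut at about 18% in these data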;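 note: inhibitors lower polarization as less probe binds the enzyme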
GRK2 inh = blocks RNA aptamer binding to human GRK2; bead flow cytometry, FAM-aptamer displacement from GRK2; inhibition of aptamer binding, % at 10 µM; 0.59% of 330,000 active;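 active = inhibition of aptamer binding above 40%, roughly 3 SD of noise, on plates passing a quality check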;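 note: median bead fluorescence of bound FAM aptamer so fluorescent compounds give negative values; no value below 0 was filed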
VLA-4 inh = inhibition in a human VLA-4 binding assay. P13612. VLA-4 expressing cells, ligand binding flow cytometry. inhibition, % (about 7 µM as worked out from the volumes in the protocol). 0.2% of 330,000 active. AID 2557; in the data active = inhibition above about 50%
Target sequence (P13612 whole entry, looked up): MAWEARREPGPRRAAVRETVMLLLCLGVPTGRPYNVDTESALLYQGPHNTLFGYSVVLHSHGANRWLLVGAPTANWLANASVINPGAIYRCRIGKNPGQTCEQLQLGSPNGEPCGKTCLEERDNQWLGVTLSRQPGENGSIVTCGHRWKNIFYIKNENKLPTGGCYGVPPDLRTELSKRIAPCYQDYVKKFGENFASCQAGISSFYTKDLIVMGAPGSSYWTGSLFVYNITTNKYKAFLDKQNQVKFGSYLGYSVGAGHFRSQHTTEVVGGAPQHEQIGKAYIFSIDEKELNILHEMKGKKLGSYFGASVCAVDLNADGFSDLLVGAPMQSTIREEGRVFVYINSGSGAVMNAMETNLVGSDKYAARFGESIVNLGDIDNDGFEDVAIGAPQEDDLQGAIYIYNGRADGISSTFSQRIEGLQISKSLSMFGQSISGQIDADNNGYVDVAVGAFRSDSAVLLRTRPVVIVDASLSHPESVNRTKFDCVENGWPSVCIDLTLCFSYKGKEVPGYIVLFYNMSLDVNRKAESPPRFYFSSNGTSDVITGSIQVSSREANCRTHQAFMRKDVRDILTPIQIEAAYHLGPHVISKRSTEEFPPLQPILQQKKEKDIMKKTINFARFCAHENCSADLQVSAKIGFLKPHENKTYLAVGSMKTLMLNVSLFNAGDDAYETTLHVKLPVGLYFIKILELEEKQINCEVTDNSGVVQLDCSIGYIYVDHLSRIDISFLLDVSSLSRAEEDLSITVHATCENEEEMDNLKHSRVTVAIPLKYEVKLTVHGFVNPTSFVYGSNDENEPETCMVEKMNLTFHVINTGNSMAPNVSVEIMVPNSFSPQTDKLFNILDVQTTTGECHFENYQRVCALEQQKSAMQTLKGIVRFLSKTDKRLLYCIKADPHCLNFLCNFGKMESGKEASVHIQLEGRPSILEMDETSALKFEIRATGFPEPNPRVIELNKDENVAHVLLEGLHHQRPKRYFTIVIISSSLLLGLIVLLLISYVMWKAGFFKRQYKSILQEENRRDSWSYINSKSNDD
BCLXL inh = Bcl-xL (human) inhibition. Q07817. GST-Bcl-xL / FITC-Bim BH3 peptide fluorescence polarization. inhibition, % at 10.9 µM. 0.7% of 320,000 active. AID 2129;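 active = inhibition above the mean of all tested compounds plus 3 SD, cutoff set per campaign, cut at about 30% in these data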;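 note: 0% = DMSO wells and 100% = unlabeled Bim-BH3 peptide competitor; inhibitors lower millipolarization by displacing the labeled peptide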
MCL1 BIM primary = MCL1-BIM-BH3 interaction inhibition (human); inhibition, % at 10.9 µM; 0.68% of 320,000 active; GST-MCL1 / FITC-Bim-BH3 fluorescence polarization; Q07820;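 active = inhibition above the mean inhibition of all tested compounds plus 3 SD, set per campaign, cut at about 40% in these data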;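 note: 0% = DMSO wells and 100% = unlabeled Bim-BH3 peptide control; higher means more loss of mP so more displacement of Bim peptide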
AGP1 TOR yeast = yeast TOR pathway AGP1-GFP modulation; S. cerevisiae AGP1-GFP multiplex flow cytometry, 3 h; GFP as percent of DMSO wells; GFP response vs DMSO, % at 10 µM; 0.02% of 320,000 active; AID 2066;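 active = GFP response relative to DMSO above a set limit, near screen average plus 3 SD, cut at about 150% in these data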;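 note: median GFP channel fluorescence of the gated AGP1 strain per well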
CIT2-GFP yeast = modulators of TOR pathway CIT2-GFP in S. cerevisiae. 0.065% of 320,000 active. GFP response vs DMSO, % at 10 µM. S. cerevisiae CIT2-GFP strain, flow cytometry, 3 h; 100 means same as DMSO wells;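 active = GFP response relative to DMSO above a set limit, near the screen mean plus 3 SD, cut at about 150% in these data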;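 note: ratio of well median GFP fluorescence to mean of DMSO wells on the plate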
MEX-5 binding = C. elegans MEX-5 TCR-2 RNA binding activity | Q9XUB2 | MEX-5/FITC-TCR2 RNA binding, fluorescence polarization; stronger effect = lower value | activity score (negative = inhibition of binding), % at 10 µM | 0.38% of 300,000 active | AID 1832;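 active = inhibition past about -25% in most replicates, and total fluorescence under double the plate's negative control median, limit read from the data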;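 note: 0% = DMSO and -100% = 5 µM competing unlabeled TCR2 RNA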
Numbers without * were called inactive; x = not tested or not shown. No enrichment for hits; about 2.2% have a hit in one of these screens.

[1] O=C(O)c1nn(CC(=O)N2CCN(c3ccccc3)CC2)c(=O)c2ccccc12
[2] CC(C)N(C(=O)COC(=O)c1cncc(Br)c1)C(C)C
[3] O=C(NN1C(=O)c2ccccc2NC1c1ccco1)c1ccc([N+](=O)[O-])cc1 (stereo unspecified)
[4] CCN1CCN(CCCNC(=O)c2ccc3c(=O)n(CCc4ccccc4)c(=O)[nH]c3c2)CC1
[5] CCC(C)[C@@H](CN)NCC1(c2ccccc2)CC1 (stereo partly specified)
[6] COc1cc(C(=O)NCc2nnc(SCC(=O)Nc3cccc(C)c3)o2)cc(OC)c1OC
[7] COC(=O)CC1C(=O)NCCN1C(=S)NC(=O)c1ccccc1[N+](=O)[O-] (stereo unspecified)
[8] COc1ccc(CCNC(=O)Cn2cc(C(F)(F)F)cc(Cl)c2=O)cc1OC

screen / no.	1	2	3	4	5	6	7	8
GLD-1 TGE inh	4	4	2	-1	-1	6	8	-9
Fam108B counter	-1	-1	0	0	x	2	-2	1
GRK2 inh	0	1	0	0	0	2	5	2
VLA-4 inh	-2	8	0	8	-19	8	-5	-3
BCLXL inh	3	4	4	3	6	4	4	2
MCL1 BIM primary	-1	5	0	0	-2	3	9	6
AGP1 TOR yeast	94	106	90	97	94	98	104	94
CIT2-GFP yeast	90	108	96	97	93	96	106	93
MEX-5 binding	-0.8	1.4	-0.4	-2.5	x	-0.9	-1.8	-0.3

Down the list, from the results shown.
Nos. 2 to 8 in VLA-4 inh read 8, 0, 8, -19, 8, -5, -3
Nos. 2 to 8 in AGP1 TOR yeast read 106, 90, 97, 94, 98, 104, 94

Returning to the listing; the 2 compounds before the break are reprinted first.
[7] COC(=O)CC1C(=O)NCCN1C(=S)NC(=O)c1ccccc1[N+](=O)[O-] (stereo unspecified)
[8] COc1ccc(CCNC(=O)Cn2cc(C(F)(F)F)cc(Cl)c2=O)cc1OC
[9] CC1(C)Cc2nc3oc4c(=O)n(CC(=O)Nc5ccccc5)cnc4c3cc2CO1
[10] COC(=O)c1cn(NC(=O)CCC2CCCC2)c(=O)c2ccccc12
[11] CCCn1c(SCC(=O)Nc2ccc(F)c(Cl)c2)nc(O)cc1=O
[12] COc1ccc(CNC(=O)COc2ccc(C)nc2[N+](=O)[O-])cc1
[13] COc1cccc(N2CCN(C(=O)c3cc(C)oc3C)CC2)c1
[14] Cc1nn(C)c(C)c1CNC(=O)c1cc2n(n1)C(C(F)(F)F)CC(c1cccs1)N2 (stereo unspecified)
[15] Cc1cc2nc(C3CCN(C(=S)NCCCOC(C)C)CC3)[nH]c2cc1C
[16] COC(=O)CC1C(=O)NCCN1C(=S)NC(=O)c1sc2ccccc2c1Cl (stereo unspecified)

screen / no.	7	8	9	10	11	12	13	14	15	16
GLD-1 TGE inh	8	-9	2	0	0	-6	1	6	-3	2
Fam108B counter	-2	1	6	0	x	1	x	-2	-5	-1
GRK2 inh	5	2	3	1	0	0	7	0	0	0
VLA-4 inh	-5	-3	-1	-5	2	8	-29	27	-6	-1
BCLXL inh	4	2	4	2	x	-1	-6	4	5	14
MCL1 BIM primary	9	6	7	8	x	-8	-7	3	9	22
AGP1 TOR yeast	104	94	105	101	96	97	98	92	92	101
CIT2-GFP yeast	106	93	100	107	93	91	95	95	88	97
MEX-5 binding	-1.8	-0.3	-1.4	-4.2	x	-0.2	x	-2.5	-0.7	-1.5

Single records, from the list above:
COC(=O)c1cn(NC(=O)CCC2CCCC2)c(=O)c2ccccc12 in the list: GLD-1 TGE inh = 0; Fam108B counter = 0; GRK2 inh = 1; VLA-4 inh = -5; BCLXL inh = 2; MCL1 BIM primary = 8; AGP1 TOR yeast = 101; CIT2-GFP yeast = 107; MEX-5 binding = -4.2
CCCn1c(SCC(=O)Nc2ccc(F)c(Cl)c2)nc(O)cc1=O in the list: GLD-1 TGE inh = 0; Fam108B counter = x; GRK2 inh = 0; VLA-4 inh = 2; BCLXL inh = x; MCL1 BIM primary = x; AGP1 TOR yeast = 96; CIT2-GFP yeast = 93; MEX-5 binding = x
COc1ccc(CNC(=O)COc2ccc(C)nc2[N+](=O)[O-])cc1 in the list: GLD-1 TGE inh = -6; Fam108B counter = 1; GRK2 inh = 0; VLA-4 inh = 8; BCLXL inh = -1; MCL1 BIM primary = -8; AGP1 TOR yeast = 97; CIT2-GFP yeast = 91; MEX-5 binding = -0.2

Further results.
[17] Cn1c(-c2ccc3c(c2)OCO3)cnc1N
[18] CCN(CC(=O)NCc1ccc(F)cc1)CC(=O)NC1CCCC1
[19] Cn1c(C(=O)NCCCN2CCCC2=O)cc2c(=O)n(C)c3ccccc3c21
[20] COc1cccc(C2=NCCc3cc4c(cc32)OCO4)c1OC
[21] CCc1sc(C(=O)N2CCN(CC(=O)Nc3cccc(F)c3)CC2)cc1C
[22] O=C(CC1=NCCNC(c2ccccc2)C1)c1ccccc1O (stereo unspecified)
[23] CCOC(=O)C1(c2csc(N)n2)COC(=O)C1 (stereo unspecified)
[24] Cc1nc2c(c(C)nn2-c2ccccc2)c(C)c1CCC(=O)NCCCOC(C)C

screen / no.	17	18	19	20	21	22	23	24
GLD-1 TGE inh	5	5	6	3	5	11	5	-6
Fam108B counter	4	0	-4	-1	x	3	5	-1
GRK2 inh	0	1	3	5	0	0	2	2
VLA-4 inh	2	-3	-21	-12	-5	7	-6	0
BCLXL inh	3	4	1	-2	5	5	5	5
MCL1 BIM primary	3	6	-1	-2	-1	0	9	5
AGP1 TOR yeast	101	93	105	103	98	95	105	93
CIT2-GFP yeast	99	96	101	96	88	99	105	99
MEX-5 binding	-1.2	1.4	-2.2	-0.4	x	2.3	0.3	0.5

[25] Cc1nc2ccc(C(=O)O)cc2c2c1CC(C)S2 (stereo unspecified)
[26] CC(C)OCCCNC(=O)c1ccc(N(C)S(C)(=O)=O)cc1
[27] CNC(=S)NCCc1ccc(OC)c(OC)c1
[28] CCOc1ccccc1OCCCC(=O)Nc1cccc(-n2cnnn2)c1C
[29] COC(=O)Nc1ccc(S(=O)(=O)N2CCCc3ccccc32)cc1
[30] COc1ccc2oc(=O)c(C(=O)C[n+]3cccc(C)c3)cc2c1
[31] C/C(=N\Nc1ccc(Cl)c(C(=O)O)c1)c1cccc([N+](=O)[O-])c1
[32] Cc1ccccc1C(=O)NN1C(=O)CSC1=S

screen / no.	25	26	27	28	29	30	31	32
GLD-1 TGE inh	7	8	3	4	8	-9	3	-4
Fam108B counter	8	2	4	x	-2	6	7	-3
GRK2 inh	9	0	0	0	2	0	3	1
VLA-4 inh	17	19	10	3	79*	2	-25	7
BCLXL inh	16	6	3	-1	4	6	13	-4
MCL1 BIM primary	26	8	-4	-4	6	-2	5	-3
AGP1 TOR yeast	100	98	92	106	99	97	100	100
CIT2-GFP yeast	101	108	98	107	87	99	111	112
MEX-5 binding	-7.6	-0.6	-0.8	x	3.3	-5.0	-1.6	-7.6

[33] O=C(Nc1ccccc1)OCC1CCCN2CCCCC12 (stereo unspecified)
[34] Cc1scc(-c2n[nH]c(=S)n2C(C)c2ccccc2)c1C (stereo unspecified)
[35] COc1ccc(-c2nnn(CC(=O)N(CC(=O)NC3CCCC3)c3ccccc3)n2)cc1OC
[36] Cc1nnc(SCC(=O)Nc2ccccc2F)n1Cc1ccco1
[37] O=C1C(Cc2ccc3[nH]ccc3c2)NC(=S)N1c1ccccc1 (stereo unspecified)
[38] Cc1ccc(-c2nc(COC(=O)C3=NN(c4ccccc4)C(=O)CC3)cs2)cc1
[39] O=C(Nc1ccc2ncccc2c1)c1cccc(Br)c1
[40] Cc1ccc(S(=O)(=O)N2CCN(S(=O)(=O)c3c(C)n[nH]c3C)CC2)cc1C

screen / no.	33	34	35	36	37	38	39	40
GLD-1 TGE inh	0	6	0	-2	4	4	-3	-3
Fam108B counter	-2	2	-1	-4	1	x	2	x
GRK2 inh	0	2	2	0	0	0	1	0
VLA-4 inh	7	26	0	3	-1	5	-5	1
BCLXL inh	10	4	6	-1	5	1	3	3
MCL1 BIM primary	7	0	0	4	5	0	7	7
AGP1 TOR yeast	99	98	102	97	103	89	95	90
CIT2-GFP yeast	x	104	98	83	103	78	97	89
MEX-5 binding	1.3	-0.3	2.0	-2.2	0.3	x	1.8	x

[41] Cc1nn(CC(=O)NC(=O)NC2CCCCC2C)c(=O)c(C#N)c1C (stereo unspecified)
[42] COc1ccccc1N(CC(=O)Nc1ccc(Cc2ccncc2)cc1)S(=O)(=O)c1ccccc1
[43] CN(C)S(=O)(=O)c1ccc(C(=O)OCC(=O)c2ccc3c(c2)NC(=O)CO3)cc1
[44] COc1cc(/C=N/NC(=O)c2cc3ccccc3cc2O)ccc1OCCN1CCCCC1
[45] CCOC(=O)c1sc(=S)n(-c2ccc(C)cc2)c1SC
[46] CCN(C(=O)CSc1nnc(C)c(=O)[nH]1)c1cccc2ccccc12
[47] O=C(CCC1CCCCC1=O)c1ccccc1 (stereo unspecified)
[48] COC(=O)CCN(c1ccccc1)S(=O)(=O)c1ccc(OC)cc1

screen / no.	41	42	43	44	45	46	47	48
GLD-1 TGE inh	3	-4	-3	-39	-4	3	2	-3
Fam108B counter	-1	-3	0	5	0	x	1	-4
GRK2 inh	1	0	2	0	3	0	0	0
VLA-4 inh	10	-4	-3	17	-14	-9	5	8
BCLXL inh	0	2	2	3	2	x	7	6
MCL1 BIM primary	-1	-5	-8	3	-5	x	1	2
AGP1 TOR yeast	99	94	105	91	98	98	103	109
CIT2-GFP yeast	86	94	100	100	100	102	94	103
MEX-5 binding	0.2	-0.6	1.6	2.7	3.3	x	0.2	0.1

In a second layout: entries from further up
no. | Molecule | GLD-1 TGE inh | Fam108B counter | GRK2 inh | VLA-4 inh | BCLXL inh | MCL1 BIM primary | AGP1 TOR yeast | CIT2-GFP yeast | MEX-5 binding
44 | COc1cc(/C=N/NC(=O)c2cc3ccccc3cc2O)ccc1OCCN1CCCCC1 | -39 | 5 | 0 | 17 | 3 | 3 | 91 | 100 | 2.7
45 | CCOC(=O)c1sc(=S)n(-c2ccc(C)cc2)c1SC | -4 | 0 | 3 | -14 | 2 | -5 | 98 | 100 | 3.3
46 | CCN(C(=O)CSc1nnc(C)c(=O)[nH]1)c1cccc2ccccc12 | 3 | x | 0 | -9 | x | x | 98 | 102 | x
47 | O=C(CCC1CCCCC1=O)c1ccccc1 (stereo unspecified) | 2 | 1 | 0 | 5 | 7 | 1 | 103 | 94 | 0.2

(list continues)
[49] CN(CC(=O)Nc1cccc(F)c1)C(=O)c1ccc(N2CCOCC2)c([N+](=O)[O-])c1
[50] O=C(c1cc(-c2ccc(O)cc2)on1)N1CCCCCC1
[51] O=C(COC(=O)/C=C/c1ccc(OC(F)F)cc1)Nc1cccc(S(=O)(=O)N2CCCC2)c1
[52] COc1ccc(NC(=O)CSCC(=O)N2CCN(C(=O)c3ccco3)CC2)cc1

screen / no.	49	50	51	52
GLD-1 TGE inh	1	-3	6	2
Fam108B counter	-2	-1	-20	x
GRK2 inh	0	0	1	2
VLA-4 inh	3	6	7	1
BCLXL inh	-2	1	-7	0
MCL1 BIM primary	-5	5	-23	-1
AGP1 TOR yeast	102	94	99	109
CIT2-GFP yeast	97	92	92	104
MEX-5 binding	-1.3	2.1	1.3	x
